Screens (PubChem)
hgDAF-12 ag = H. glycines DAF-12 receptor agonists, primary screen, cell-based, luminescence, HEK293, GAL4 fusion, UAS-luciferase | activation, % at 6.8 µM | AID 687014, 2013 | HEK293 GAL4-hgDAF12 UAS-luciferase reporter, agonist luminescence; normalized to butyrate control | 1.8% of 370,000 active;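 active = activation above a cutoff set at the mean of all screened compounds plus 3 SD, cut at about 10% in these data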;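 also: 0% = DMSO wells and 100% = sodium butyrate wells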
PLCb3 inh = human PLC-beta3 inhibitors, primary screen, biochemical, fluorescence | inhibition, % at 12.2 µM | 0.18% of 370,000 active | Purified PLC-beta3, fluorogenic substrate | 1-phosphatidylinositol 4,5-bisphosphate phosphodiesterase beta-3 (Homo sapiens), Q01970 | AID 720704, 2013; in the data active = inhibition above about 11%;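 also: 0% = median of compound wells on plate and 100% = full blocker control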
DAX1 inh-1 = DAX1 (NR0B1) inhibitors on StAR promoter, primary screen, cell-based, luminescence, SF-1 (NR5A1), full-length DAX-1; inhibition, % at 6.8 µM; 1.1% of 370,000 active; HEK293T StAR-luciferase reporter, SF-1/DAX-1 repression relief; AID 652010, 2013;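 active = inhibition above the mean over all tested compounds plus 3 SD, cut at about 3.6% in these data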;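 also: 0% = DAX-1 cells with DMSO and 100% = cells lacking DAX-1 with DMSO; higher inhibition means more luminescence from relief of DAX-1 repression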
hcDAF-12 act = H. contortus DAF-12 nuclear receptor activators, primary screen, cell-based, luminescence, HEK293, lit1-tk-luc reporter; 1.4% of 370,000 active; HEK293 hcDAF-12 lit1-tk-luc reporter; 0% DMSO, 100% Δ7-dafachronic acid; activation, % at 6.8 µM;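 active = activation above the mean of all tested compounds plus 3 SD, cut at about 5.5% in these data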;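 also: 100% = response to 3 µM Δ7-dafachronic acid high control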
NR1D1 modulator = modulators of Rev-erb alpha DNA binding, primary screen, biochemical, FITC-DNA, fluorescence polarization, uHTS; Nuclear receptor subfamily 1 group D member 1 (Homo sapiens), P20393; Rev-erbα–FITC-DNA binding, 90 min; activity, % at 10 µM; 0.79% of 370,000 active; AID 1259318, 2017;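 active = activity above about 14%, limit read from the data; passing the limit was not always enough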;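 also: 0% = DMSO wells with 35 nM protein and 100% = DMSO wells with 750 nM protein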
ssDAF12 agonist = S. stercoralis DAF-12 nuclear receptor activators, primary screen, cell-based, luminescence, HEK293, GRIP1 co-expression, lit1-tk-luc; Nuclear hormone receptor DAF-12 (Strongyloides stercoralis); 1% of 370,000 active; AID 652126, 2013; HEK293 ssDAF-12/GRIP1 lit1-tk-luc reporter; % of 3 µM dafachronic acid response; activation, % at 6.8 µM;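 active = activation above the mean over all tested compounds plus 3 SD, cut at about 0.9% in these data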;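 also: 0% = DMSO-only wells and 100% = 3 µM delta7-dafachronic acid wells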
SMARCA2 act = SMARCA2 (BRM) function activators, primary screen, cell-based, luminescence, high throughput. MG213 cells, MMTV-luciferase reporter, dexamethasone, overnight. activation, % at 9.1 µM. 1% of 370,000 active. AID 652017, 2013; in the data active = activation above about 7.8%;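 also: 0% = vehicle wells and 100% = reference activator wells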
MBD2 inh = inhibitors of MBD2 binding to methylated DNA, primary screen, biochemical, TR-FRET, DNA-binding domain, human. Methyl-CpG-binding domain protein 2 (Homo sapiens), Q9UBB5. MBD2 binding to methylated oligonucleotide. inhibition, % at 4.4 µM. 0.31% of 370,000 active. AID 686964, 2013; in the data active = inhibition above about 13%
PLCg1 inh = PLC-gamma1 enzyme inhibitors, primary screen, biochemical, fluorescence, purified enzyme; 1-phosphatidylinositol 4,5-bisphosphate phosphodiesterase gamma-1 (Homo sapiens), P19174; fluorogenic substrate; inhibition, % at 12.2 µM; 0.84% of 370,000 active; in the data active = inhibition above about 9.5%
Target sequence (P19174 whole entry, looked up): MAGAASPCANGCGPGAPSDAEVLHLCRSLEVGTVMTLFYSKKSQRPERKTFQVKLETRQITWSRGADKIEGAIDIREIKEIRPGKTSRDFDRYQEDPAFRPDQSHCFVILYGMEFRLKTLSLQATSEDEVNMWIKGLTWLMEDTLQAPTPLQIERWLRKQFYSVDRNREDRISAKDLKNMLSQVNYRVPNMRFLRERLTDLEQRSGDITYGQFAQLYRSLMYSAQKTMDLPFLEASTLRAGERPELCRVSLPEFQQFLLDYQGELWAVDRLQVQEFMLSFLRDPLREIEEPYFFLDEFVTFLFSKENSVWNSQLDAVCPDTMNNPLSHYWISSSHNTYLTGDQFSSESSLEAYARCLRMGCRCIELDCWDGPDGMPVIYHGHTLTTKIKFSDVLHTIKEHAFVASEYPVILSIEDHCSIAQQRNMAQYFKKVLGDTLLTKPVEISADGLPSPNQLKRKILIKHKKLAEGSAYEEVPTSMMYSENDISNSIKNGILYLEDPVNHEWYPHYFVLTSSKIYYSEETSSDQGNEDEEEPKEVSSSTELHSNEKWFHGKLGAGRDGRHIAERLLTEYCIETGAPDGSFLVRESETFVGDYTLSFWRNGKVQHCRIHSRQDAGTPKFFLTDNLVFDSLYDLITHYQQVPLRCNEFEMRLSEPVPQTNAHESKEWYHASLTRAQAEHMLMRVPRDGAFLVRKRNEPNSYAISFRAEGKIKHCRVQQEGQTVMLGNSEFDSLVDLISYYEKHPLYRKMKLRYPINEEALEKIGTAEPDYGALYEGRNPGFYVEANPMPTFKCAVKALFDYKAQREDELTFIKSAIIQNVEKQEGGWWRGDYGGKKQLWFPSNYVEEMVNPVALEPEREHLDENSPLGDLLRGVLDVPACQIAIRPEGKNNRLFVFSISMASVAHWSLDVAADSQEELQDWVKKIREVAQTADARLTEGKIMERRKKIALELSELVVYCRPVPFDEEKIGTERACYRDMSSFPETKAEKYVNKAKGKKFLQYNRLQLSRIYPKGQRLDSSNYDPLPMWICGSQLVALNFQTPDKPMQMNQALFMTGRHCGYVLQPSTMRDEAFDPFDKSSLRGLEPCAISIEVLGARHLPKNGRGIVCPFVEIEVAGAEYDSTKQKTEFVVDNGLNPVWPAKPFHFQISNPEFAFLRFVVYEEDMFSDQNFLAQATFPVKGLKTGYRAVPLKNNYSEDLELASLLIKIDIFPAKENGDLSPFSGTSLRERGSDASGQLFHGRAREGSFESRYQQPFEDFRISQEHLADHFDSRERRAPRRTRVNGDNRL
DAX1 inh-2 = DAX1 (NR0B1) inhibitors, primary screen, cell-based, HEK293, Gal4-DAX1, luciferase luminescence. Nuclear receptor subfamily 0 group B member 1 (Homo sapiens), P51843. HEK293 Gal4-DAX1 luciferase reporter. inhibition, % at 6.75 µM. 0.99% of 340,000 active. AID 504766, 2011;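 active = inhibition above the mean over all tested compounds plus 3 SD, cut at about 4.2% in these data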;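 also: 0% = DAX1-transfected cells with DMSO and 100% = empty-vector control cells with DMSO; inhibition shows as a rise in luminescence from relieved DAX1 repression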
ADAM17 inh = ADAM17 inhibitors, primary screen, biochemical, QFRET; Disintegrin and metalloproteinase domain-containing protein 17 (Homo sapiens), P78536; recombinant ADAM17, EDANS/DABCYL FRET peptide cleavage; inhibition, % at 6.95 µM; 0.83% of 370,000 active;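 active = inhibition above the mean of compounds lying between control limits plus 3 SD, set per campaign, cut at about 8.5% in these data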;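 also: 0% = DMSO-only wells as the low control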
Numbers without * were called inactive; i = inactive; . = not tested or not shown.

Preview (2 entries):
Below each SMILES: hgDAF-12 ag	PLCb3 inh	DAX1 inh-1	hcDAF-12 act	NR1D1 modulator	ssDAF12 agonist	SMARCA2 act	MBD2 inh	PLCg1 inh	DAX1 inh-2	ADAM17 inh
O=CNC(Cc1ccccc1)C(=O)O (centres undefined)
→ -0.7	4	0.7	-0.3	-6	-1.0	1	5	1	0.6	-3
COc1ccc(/C=C2\SC(=S)N(CCC(=O)N3CCCCC3)C2=O)cc1
→ -3.0	-8	0.1	-2.8	7	-2.0	-5	4	1	3.9	-4

Main list, from the first entry:
Below each SMILES: hgDAF-12 ag	PLCb3 inh	DAX1 inh-1	hcDAF-12 act	NR1D1 modulator	ssDAF12 agonist	SMARCA2 act	MBD2 inh	PLCg1 inh	DAX1 inh-2	ADAM17 inh
O=CNC(Cc1ccccc1)C(=O)O (centres undefined)
→ -0.7	4	0.7	-0.3	-6	-1.0	1	5	1	0.6	-3
COc1ccc(/C=C2\SC(=S)N(CCC(=O)N3CCCCC3)C2=O)cc1
→ -3.0	-8	0.1	-2.8	7	-2.0	-5	4	1	3.9	-4
CCN1C(=O)N(CC)C2C1N(C(C)=O)C(=O)N2C(C)=O (centres undefined)
→ 1.2	8	-0.1	-1.0	6	-0.9	-1	-6	4	-0.3	3
COc1cc(OC)cc(C(=O)Nc2nnc(-c3cccnc3)o2)c1
→ -0.1	-8	-0.2	-2.7	-2	-1.0	2	-2	2	0.3	1
COc1ccccc1-c1nnc(NC(=O)c2ccc(S(=O)(=O)N3CCOCC3)cc2)o1
→ 1.6	-3	-2.4	2.7	1	-0.6	-2	1	-1	0.2	3
COc1ccccc1C(=O)Nc1sc2c(c1C(=O)NCc1ccco1)CCCC2
→ -0.3	-33	0.2	-0.4	8	-0.4	-3	5	-32	0.7	-1
Cc1sc2nc(COC(=O)C(NC(=O)c3ccc(Cl)cc3Cl)C(C)C)[nH]c(=O)c2c1C (centres undefined)
→ -0.3	-16	0.0	2.1	4	-1.8	2	5	-13	1.0	-3
Cc1cc(C(F)(F)F)nn1CC(=O)NCc1ccccc1
→ -1.3	1	-0.5	-2.3	-3	-0.1	1	6	1	0.5	-3
CCOC(=O)c1ccc(-c2ccc3c(c2)CCC3)nc1C
→ 10	1	2.1	5.6*	-3	-0.5	7.9*	-5	-5	1.9	1
COc1ccccc1C(=O)n1nc(-c2cccnc2)nc1NCc1ccccc1
→ 1.0	-8	-0.3	-1.8	0	-1.2	-2	0	3	0.7	1
CC(=O)Nc1ccc(N(C(=O)CNC(=O)c2ccco2)C(C(=O)NCc2ccco2)c2ccccc2)cc1 (centres undefined)
→ 1.2	-3	0.3	-0.4	-5	-1.6	-2	-4	4	4.0	-2
CC(C)NC(=O)c1sc2nc3c(c(-c4cccs4)c2c1N)CN(C)CC3
→ -1.5	-108	0.0	-0.2	-2	-1.0	-2	-7	-79	0.0	-26
O=C(NCc1ccco1)c1cc2nc(C3CC3)cc(C(F)(F)F)n2n1
→ -1.0	-33	-0.4	-1.0	1	-1.2	-1	3	-27	-0.2	-2
Cc1sc(-c2ccccn2)nc1OC(=O)c1cccc(Cl)c1Cl
→ 0.1	-8	0.0	-1.3	-3	-1.0	-2	4	-2	4.0	-2
Cc1ccc(NC(=O)CN2CCN(CCN=CC3=C(O)CC(c4ccc(C)cc4)CC3=O)CC2)cc1 (centres undefined)
→ -0.2	-3	-0.5	0.5	-2	-0.3	-1	3	-2	-0.1	-3
COc1ccc(OC)c(C2=NOC(C(=O)NCc3cccs3)C2)c1 (centres undefined)
→ -2.5	-4	0.1	-2.1	-2	-1.3	-1	2	-2	1.9	-4
CC(C)c1ccccc1NC(=O)COc1ccc(C(=O)NCCc2ccccc2)cc1
→ -1.2	0	-0.2	-3.3	-5	-1.3	1	-1	6	-0.7	3
NS(=O)(=O)c1ccc(-c2ccc(/C=C3\SC(=O)NC3=O)o2)cc1
→ 0.5	-54	0.1	0.6	-3	-0.2	0	-2	-31	-0.3	-6
CC(C)NC(=S)N/N=C/c1cc(Br)ccc1O
→ 2.9	i	-0.8	-2.3	-4	-2.0	-4	0	-485	-1.3	-55
O=C(CCc1ccccc1)NNC(=O)C12CC3CC(CC(C3)C1)C2
→ -0.8	-1	0.3	-0.1	-3	-0.7	-3	0	-1	1.2	-4
COc1cccc(-n2c(COc3ccccc3C)nnc2SCC(=O)O)c1
→ 0.1	-1	0.4	-1.6	1	-0.4	-1	-2	3	0.1	0
O=C(Nc1nc(-c2ccco2)c(-c2ccco2)s1)C1CC(=O)N(c2ccc3c(c2)OCCO3)C1 (centres undefined)
→ -3.5	-34	-1.1	-1.1	-28	-1.8	-3	9	-26	-0.6	-2
C=CCNc1nc(N)c([N+](=O)[O-])c(Nc2ccccc2OC)n1
→ -2.5	-6	-0.3	-1.8	8	-0.8	-2	0	-3	-1.5	-2
CCNC(=O)C(C)Oc1ccc(Cl)cc1Cl (centres undefined)
→ -2.0	-8	-0.8	-1.0	-3	-1.7	-3	-2	1	0.6	-6
COC(=O)C1=CN(c2ccc(N3CCOCC3)cc2)C(N)=C(C#N)C1c1ccc(-c2ccccc2)cc1 (centres undefined)
→ 1.2	-45	3.1	-2.3	-13	-1.4	-3	0	-34	.	3
Cc1ccc(C(=O)N2CCC(n3nccc3NC(=O)c3ccccc3C)CC2)cn1
→ -0.3	-6	0.4	1.4	0	-1.5	-1	2	-3	0.0	-2
COc1cccc(C2CNC3(CCCC(C)C3)c3[nH]c4ccccc4c32)c1OC (centres undefined)
→ 0.9	-11	-0.2	-1.5	-2	-1.3	0	0	-2	0.0	0
CCCNC(=S)Nc1cc2oc3ccccc3c2cc1OC
→ 0.3	-8	2.0	0.3	1	-0.6	2	2	-1	-0.2	-5
CCn1c(N2CCC(C)CC2)nc2c1c(=O)n(C)c(=O)n2C
→ -3.5	-2	-0.3	-0.8	-6	-1.9	-5	5	12*	0.6	-4
CCOC(=O)c1c(C)[nH]c(C(=O)CSc2nnnn2-c2ccc(C)cc2)c1C
→ -0.6	0	-0.1	-0.6	6	-1.6	3	1	-2	0.9	-1
COC(=O)c1ccc(COc2ccc(CNCc3ccc(Cl)cc3)cc2)cc1
→ 12*	-4	-0.4	1.4	2	-0.6	6	3	0	1.1	-4
C=CCN(c1ccccc1C(=O)NCC(=O)OCC)S(=O)(=O)c1ccc(C)cc1
→ 0.6	-5	0.8	0.0	-3	-1.0	-2	-2	3	1.7	-3
CCCC(C)C(=O)Nc1cccc(NC(C)=O)c1 (centres undefined)
→ -1.3	8	-0.2	0.0	-2	-0.4	-4	-1	12*	-1.2	4
Cc1ccc(NC(=O)N2CCCC2C(=O)NCc2ccccc2Cl)cc1 (centres undefined)
→ 0.1	-6	-0.2	-2.1	0	0.1	-4	3	2	0.8	-4
C[C@H](CO)N1C[C@H](C)[C@@H](CN(C)Cc2ccccc2F)Oc2ncc(Br)cc2C1=O
→ -1.2	5	0.2	-0.3	-5	-1.3	-1	-4	2	2.8	0
CN(CC(=O)NC1CCCCCC1)S(=O)(=O)c1ccc(Br)cc1
→ -2.1	-11	-0.9	1.9	2	-1.0	-2	1	0	0.2	-5
CCOC(=O)c1cccc(N2C(=O)C3C(C(=O)NC4CC4)C4(C)C=CC3(O4)C2C(=O)NC(C)(C)C)c1 (centres undefined)
→ -0.5	2	-0.7	1.5	-4	-1.0	-3	2	4	-0.6	-2
COc1ccc(C(=O)Nc2nc(-c3cccs3)c(NC(C)=O)s2)cc1
→ 0.4	-16	-0.2	0.2	-2	-1.6	3	4	-12	-0.2	-12
Brc1ccc2c(c1)C(C1=NCCN1)c1ccccc1CS2 (centres undefined)
→ 4.5	0	-2.4	-0.1	0	0.2	3	4	-2	-3.4	-1
Cc1c(Cc2ccccc2)c(=O)oc2cc(OCC(=O)NC(Cc3ccc(Cl)cc3)C(=O)O)ccc12 (centres undefined)
→ 0.3	-68	-0.1	-0.1	-1	-0.7	-3	-2	-51	1.6	-253
COc1ccc(OC)c2sc(NC(=O)c3cccc(N4C(=O)CCC4=O)c3)nc12
→ 5.8	-10	0.6	0.5	-4	-0.7	1	5	2	4.5*	-6
COc1ccccc1NC(=O)c1cc(-c2cc(OC)c(OC)c(OC)c2)nc2ccccc12
→ -0.9	-11	0.0	-1.8	1	-0.9	0	2	-4	0.2	0
Cc1cc(=O)n2c(nc3ccccc32)[nH]1
→ 1.2	-135	-1.7	-0.1	4	-0.9	-2	3	-98	1.8	-192
C/C=C/c1ccc(OCCCCOc2c(OC)cccc2OC)c(OC)c1
→ -0.4	1	-0.8	-1.6	3	-1.5	-3	4	-2	-1.5	4
O=c1nc(NCc2ccccc2Cl)cn[nH]1
→ 1.5	-1	-1.0	1.0	-2	-1.0	-4	0	1	-2.1	-1
CCN1CCN(C(c2ccccc2)c2nnnn2Cc2ccccc2)CC1 (centres undefined)
→ -0.6	0	0.4	-0.6	2	-1.6	0	-3	-2	0.9	-10
CC(=O)N1CCN(c2ccc(NCc3cccc4ccccc34)cc2)CC1
→ 0.6	-236	-0.7	-2.5	-4	-1.7	0	-6	-159	1.1	-2
CCC1(c2ccccc2)NC(=O)N(CC#N)C1=O (centres undefined)
→ 2.4	-3	0.1	0.6	-1	-0.3	-3	-3	3	-0.8	-3
CCc1ccc(Nc2cc(=O)n(C3CCCCC3)c(=O)[nH]2)cc1
→ 2.9	-5	-0.3	-1.1	0	-0.9	0	2	-3	-0.5	-1
Cc1cc(C)c(C)c(S(=O)(=O)NCC(=O)Nc2sc3c(c2C(N)=O)CCCC3)c1C
→ -0.2	-6	-0.6	0.6	-1	-1.4	1	0	-8	0.5	-2
CN1C(=O)[C@H]2[C@@H](c3ccc(C(F)(F)F)cc3)N[C@]3(CCCN(Cc4ccc(Cl)cc4)C3=O)[C@H]2C1=O
→ 3.9	-1	-0.5	-1.1	7	-1.4	-2	4	2	0.7	-3
O=C(Nc1ccccc1OC(F)F)c1ccc(S(=O)(=O)N2CCOCC2)cc1
→ -0.2	-8	-1.0	0.0	1	-0.9	1	-6	0	0.9	-1
CCCNC(=S)N1CCC(NC(=O)c2ccc(C)cc2)CC1
→ -0.8	-6	-0.2	-1.0	4	-1.2	-2	-1	1	0.1	0
